TRb-SRC2 inh = TRbeta-SRC2 interaction inhibition. P10828. TRbeta-SRC2 peptide binding, fluorescence polarization; receptor liganded with 1 µM T3. Potency, µM (series often up to 106 µM), for the others: at the highest dose activity change, negative = inhibition, usual class: inhibitors. 0.065% of 280,000 active. AID 1469;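 note: plate controls were bound peptide for no effect and peptide without receptor for full effect; nearly all actives have a fitted effect of over 50% in size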
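Decrease in fluorescence polarization of 20 nM Texas Red SRC2 coactivator peptide flagged inhibition of its binding to 0.6 uM TRb LBD; 1 uM T3 included, incubation 5 hr, ex 555/em 632 nm.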
RECQ1 inh = inhibitors of human RECQ1 DNA helicase; P46063; RECQ1 DNA unwinding, red fluorescence kinetic read; Potency, µM (highest dose often 57.3 µM), for the others: at the highest dose activity, negative = inhibition, actives largely listed as inhibitors; 0.54% of 240,000 active; AID 2549;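 note: plate controls were vehicle for no effect and no enzyme for full effect; nearly all actives have a fitted effect of over 30% in size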
Target sequence (P46063 whole entry, looked up): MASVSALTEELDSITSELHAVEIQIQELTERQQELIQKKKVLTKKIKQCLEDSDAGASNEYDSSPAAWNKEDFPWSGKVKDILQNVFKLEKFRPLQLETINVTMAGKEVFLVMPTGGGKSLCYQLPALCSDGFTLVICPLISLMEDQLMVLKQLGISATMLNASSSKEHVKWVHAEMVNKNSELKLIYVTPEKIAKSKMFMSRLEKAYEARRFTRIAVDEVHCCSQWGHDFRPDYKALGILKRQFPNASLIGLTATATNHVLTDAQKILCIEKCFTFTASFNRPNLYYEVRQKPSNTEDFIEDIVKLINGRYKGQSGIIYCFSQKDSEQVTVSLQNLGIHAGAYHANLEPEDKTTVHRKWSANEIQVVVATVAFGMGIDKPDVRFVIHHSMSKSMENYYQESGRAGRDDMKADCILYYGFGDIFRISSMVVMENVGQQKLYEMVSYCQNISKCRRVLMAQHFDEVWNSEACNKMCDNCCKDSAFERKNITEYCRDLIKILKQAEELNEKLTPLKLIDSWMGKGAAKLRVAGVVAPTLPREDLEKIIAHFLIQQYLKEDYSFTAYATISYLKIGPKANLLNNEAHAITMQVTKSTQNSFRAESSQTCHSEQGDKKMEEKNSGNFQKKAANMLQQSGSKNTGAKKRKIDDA
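50 nM RECQ1T1 preincubated 15 min with compound in Tris pH 8.0 buffer with MgCl2, DTT, Tween-20 and 2.5 ug/ml poly(dI-dC); started with 200 nM TAMRA/BHQ-2 forked duplex and 2 mM ATP. Unwinding read as fluorescence (525/598 nm), two reads 2 h apart.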
TR SRC2 fluor cs = Texas Red fluorescence interference in TRb-SRC2 counter-screen. 0.29% of 280,000 active. Potency, µM (titrated, usually from 106 µM), for inactives: at the highest dose fluorescence change, negative = quenching. TRb/SRC2 Texas Red total fluorescence interference; active = well fitted curve in either direction with a large enough effect; inconclusive = small, poorly fitted or top-dose-only effect
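Human TRb ligand-binding domain at 0.6 uM with 20 nM Texas Red SRC2 peptide in Tris buffer containing 1 uM T3 and 5% DMSO, incubated with compound 5 h at ambient temperature. Total fluorescence (555/632 nm) calculated as parallel + 2 × perpendicular.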
RGS12 GoLoco inh = RGS12 GoLoco-Gai1 interaction inhibition. P63096. AID 880. Gai1:RGS12 GoLoco peptide FP, rhodamine, 10 min. 0.44% of 230,000 active. Potency, µM (doses to about 61.6 µM), for the others: at the top dose activity, negative = inhibition, actives largely listed as inhibitors; active = well fitted inhibition curve with a large enough effect, not every such curve was filed as active; inactive = no such curve, though single readings can be large or run the other way; note: nearly all actives have a fitted effect of over 30% in size; many of its hits are not listed in these tables
Tau fibril ThT = inhibitors of human tau fibril formation, thioflavin T binding; Potency, µM (titrated, usually from 57.4 µM), inactives show top-dose activity, negative = inhibition, most hits filed as inhibitors; AID 1460; recombinant tau K18 P301L (four-repeat tau fragment), heparin-induced fibrillization, ThT fluorescence; 2.1% of 270,000 active; P10636; note: nearly all actives have a fitted effect of over 55% in size
Target sequence (P10636 561-689 P618L limits assumed): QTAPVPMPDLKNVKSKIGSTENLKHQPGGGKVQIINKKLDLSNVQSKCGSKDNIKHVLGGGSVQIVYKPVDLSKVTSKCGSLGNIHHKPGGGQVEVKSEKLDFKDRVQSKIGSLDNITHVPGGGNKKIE
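K18 P301L tau (15 uM + 0.24 uM Alexa 594-tagged), heparin 20 uM, NaOAc pH 7, 6 h 37 C; ThT 30 uM, 1 h RT, ex 450/em 510 nm.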
Tau FP inhib = inhibitors of human tau fibril formation | K18 P301L tau heparin fibrillization, Alexa594 FP, 6 h | Potency, µM (titrated, usually from 57.7 µM), without a hit: top-dose activity, negative = inhibition, actives largely listed as inhibitors | 0.39% of 280,000 active | AID 1468; note: nearly all actives have a fitted effect of over 55% in size
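FP of Alexa 594-tau after heparin (20 uM) induction. Substrate: human K18 P301L, 15 uM unlabeled, 0.24 uM labeled. Buffer 100 mM sodium acetate pH 7. 6 hr, 37 C.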
JMJD2E inh = inhibitors of human JMJD2E histone demethylase; B2RXH2; JMJD2E catalytic domain, FDH-coupled NADH fluorescence (FDH is formaldehyde dehydrogenase); Potency, µM (highest dose often 57.1 µM), for the others: top-dose activity change, negative = inhibition, most hits filed as inhibitors; 1.6% of 230,000 active; active = well fitted inhibition curve with a large enough effect, not every such curve was filed as active; inconclusive = small, poorly fitted or top-dose-only effect, or another doubt; inactive = no such curve, though single readings can be large or run the other way;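 note: 0% = wells with enzyme and -100% = buffer wells without enzyme; nearly all actives have a fitted effect of over 50% in size; many of its hits are not listed in these tables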
L3MBTL1 inh = inhibitors of human L3MBTL1. Q9Y468. AlphaScreen L3MBTL1–H3K9me1 peptide binding. Potency, µM (top dose mostly 57.1 µM), without a hit: at the top dose activity, negative = inhibition, actives largely listed as inhibitors. 0.66% of 230,000 active. AID 485360; note: nearly all actives have a fitted effect of over 60% in size
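AlphaScreen assay: L3MBTL1 (50 nM final) was preincubated 30 min at room temperature with biotinylated H3(1-15)K9me1 peptide (75 nM final), then 30 min with library compounds; streptavidin donor and nickel chelate acceptor beads (10 ug/mL final) added, 30 min dark.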
Starred values were filed as active, the others as inactive; i = inactive; u = inconclusive; x = no result given; [ ] = remark or other dose. Unless noted, calls come from the whole dose curve; as a rule, active = well fitted curve in the direction sought with a large enough effect; inconclusive = small, poorly fitted or top-dose-only effect, or another doubt; inactive = no such curve, though single readings can be large; an effect the other way counts as inactive or inconclusive. Unless noted, % is set by controls: 0 for no effect and ±100 for the full control effect; potency is the fitted concentration of half-maximal effect.

molecule | TRb-SRC2 inh | RECQ1 inh | TR SRC2 fluor cs | RGS12 GoLoco inh | Tau fibril ThT | Tau FP inhib | JMJD2E inh | L3MBTL1 inh
COC(=O)C(C)Oc1ccc(Oc2nc(Cl)ccc2Cl)cc1 (stereo not given) | 2% | -6% | 2% | 3% | u | 9% | -1% | 33%[activator]
O=C(c1cc2ccccc2oc1=O)N(Cc1cccs1)C1CCS(=O)(=O)C1 (stereo not given) | -7% | -2% | 0% | 5% | -9% | 4% | 0% | x
COc1ccc(Nc2c3c(nc4ccc(NC(=O)/C=C/c5cc(OC)c(OC)c(OC)c5)cc24)CCCC3)cc1OC | 10% | x | -7% | x | u | -1% | x | x
Cc1ccc2c(c1)[nH]c1c(=O)n(Cc3ccccn3)cnc12 | 6% | -2% | 1% | 8% | -4% | -8% | u | -3%
CCc1ccc(CSc2nccn2-c2ccccc2)cc1 | -1% | -5% | -4% | 7% | -11% | -10% | -1% | u
COc1ccccc1-n1c(=O)c2c3c(sc2n(Cc2ccccc2F)c1=O)CN(C(C)=O)CC3 | 11% | x | 0% | x | 0% | 0% | x | x
Cc1ccc(C)c(Cn2c(=O)cc(C)c3c(C)nn(-c4cccc(F)c4)c32)c1 | 0% | x | -15% | x | -14% | -17% | x | x
O=C(NCC(c1ccc(F)cc1)N1CCOCC1)c1ccc(C(=O)c2ccccc2)cc1 (stereo not given) | -1% | i | -1% | 4% | x | -5% | 4% | x
CCOc1ccc2nc(N3CCC(C(=O)NCCCN4CCOCC4)CC3)sc2c1 | 4% | -7% | -3% | 1% | -19% | -1% | -2% | -10%
Cn1ccc(NC(=O)Nc2cccc(C(F)(F)F)c2)n1 | 1% | i | -3% | 4% | -9% | -4% | 7% | 3%
CCOC(=O)c1c(S(=O)(=O)N2CCCC(C(=O)NCc3ccccc3OC)C2)c(C)n(C)c1C (stereo not given) | -4% | x | 1% | x | -2% | -11% | x | x
CCOc1ncccc1C(=O)N=C1SCCN1C(=O)c1cccnc1OCC | -3% | i | 0% | -1% | u | -6% | 3% | -3%
CCOC(=O)c1ccc(N2CN(C3CCCCC3)CNC2=S)cc1 | 2% | -6% | 0% | 4% | 10% | -4% | -2% | 4%
O=C(NCC(c1cccnc1)N1CCc2ccccc2C1)C(=O)Nc1ccc(F)cc1F (stereo not given) | u | x | 2.8µM*[quencher] | x | u | -4% | x | x
CC(C)(C)C(=O)/C=C/c1ccc(Oc2ccccc2)cc1 | -5% | -13% | -1% | -4% | -15% | 3% | 3% | 38%[activator]
N=C1S/C(=C\c2ccco2)C(=O)N1c1nccs1 | 10% | u | -21% | 26% | 16µM* | -2% | -9% | u
O=C(Nc1cccc(C(F)(F)F)c1)C1CCCN(S(=O)(=O)c2cccc3nonc23)C1 (stereo not given) | 4% | x | 2% | x | 8% | -3% | x | x
CC1CN(C(c2cccs2)c2sc3ncnn3c2O)CC(C)O1 (stereo not given) | 7% | -3% | 1% | 4% | -3% | 5% | -3% | 14%
COc1ccc(CNC(=O)CN(Cc2ccc(OC)cc2)C(=O)c2csnn2)cc1 | -1% | -3% | 1% | 11% | -10% | -1% | -7% | 1%
CS(=O)(=O)Nc1nc2n(n1)C(c1ccc(F)cc1)CC(c1ccccc1)N2 (stereo not given) | 5% | -2% | -2% | -8% | x | 13% | -4% | x
Cc1ccc(C)c(N2CCN(C(=O)Cn3cccc3)CC2)c1 | -8% | -3% | -2% | 6% | -17% | -2% | -4% | -11%
c1ccc(-c2ccc(C3CCCN3)cc2)cc1 (stereo not given) | -7% | -14% | -1% | 2% | -18% | -8% | -10% | -10%
O=C1OCC/C1=C\c1ccc(O)cc1 | 3% | 3% | -2% | 8% | -7% | 9% | 2% | 6%
O=C(c1cc2nc(-c3ccccc3)cc(-c3ccccc3)n2n1)N1CCCC1 | 5% | -4% | 1% | 42%[activator] | u | -3% | 11% | x
O=C(c1ccc(Cn2cc(Br)cn2)cc1)N1N=C(C(F)F)CC1(O)C(F)F (stereo not given) | 3% | -6% | -3% | 7% | 2% | -1% | 10% | -7%

Taken from the entries so far, 11 compounds:
molecule | TRb-SRC2 inh | RECQ1 inh | TR SRC2 fluor cs | RGS12 GoLoco inh | Tau fibril ThT | Tau FP inhib | JMJD2E inh | L3MBTL1 inh
CCOC(=O)c1ccc(N2CN(C3CCCCC3)CNC2=S)cc1 | 2% | -6% | 0% | 4% | 10% | -4% | -2% | 4%
O=C(NCC(c1cccnc1)N1CCc2ccccc2C1)C(=O)Nc1ccc(F)cc1F (stereo not given) | u | x | 2.8µM*[quencher] | x | u | -4% | x | x
CC(C)(C)C(=O)/C=C/c1ccc(Oc2ccccc2)cc1 | -5% | -13% | -1% | -4% | -15% | 3% | 3% | 38%[activator]
N=C1S/C(=C\c2ccco2)C(=O)N1c1nccs1 | 10% | u | -21% | 26% | 16µM* | -2% | -9% | u
O=C(Nc1cccc(C(F)(F)F)c1)C1CCCN(S(=O)(=O)c2cccc3nonc23)C1 (stereo not given) | 4% | x | 2% | x | 8% | -3% | x | x
CC1CN(C(c2cccs2)c2sc3ncnn3c2O)CC(C)O1 (stereo not given) | 7% | -3% | 1% | 4% | -3% | 5% | -3% | 14%
COc1ccc(CNC(=O)CN(Cc2ccc(OC)cc2)C(=O)c2csnn2)cc1 | -1% | -3% | 1% | 11% | -10% | -1% | -7% | 1%
CS(=O)(=O)Nc1nc2n(n1)C(c1ccc(F)cc1)CC(c1ccccc1)N2 (stereo not given) | 5% | -2% | -2% | -8% | x | 13% | -4% | x
Cc1ccc(C)c(N2CCN(C(=O)Cn3cccc3)CC2)c1 | -8% | -3% | -2% | 6% | -17% | -2% | -4% | -11%
c1ccc(-c2ccc(C3CCCN3)cc2)cc1 (stereo not given) | -7% | -14% | -1% | 2% | -18% | -8% | -10% | -10%
O=C1OCC/C1=C\c1ccc(O)cc1 | 3% | 3% | -2% | 8% | -7% | 9% | 2% | 6%

The listing continues.
molecule | TRb-SRC2 inh | RECQ1 inh | TR SRC2 fluor cs | RGS12 GoLoco inh | Tau fibril ThT | Tau FP inhib | JMJD2E inh | L3MBTL1 inh
CC1(C)C2CCC1(CS(=O)(=O)N1CCOCC1)C(=O)C2 (stereo not given) | 3% | -13% | 0% | -1% | 0% | 12% | 2% | x
Cc1ccccc1OCC(=O)N/N=C/c1ccc(Sc2nc3ccccc3s2)o1 | 2% | -16% | -2% | 7% | -11% | u | -12% | x
Cc1noc(C)c1COC(=O)/C=C/c1ccccc1Cl | -1% | -2% | -2% | 2% | -14% | 13% | -6% | 59%[activator]
COC(=O)c1sc(NC(=O)c2ccc(C)o2)nc1C | 7% | 12% | -1% | 6% | 4% | -3% | 3% | -10%
CCCCCCCCNC(=O)c1cnsn1 | 10% | -2% | -2% | 3% | 2% | 6% | -3% | 26%
CC(=O)Nc1c(O)nc(SCC(=O)Nc2c(C)cccc2C)[nH]c1=O | -4% | -9% | -1% | 16% | -15% | 0% | -29% | x
O=C(O)C(c1ccccc1)C1(O)CCCCC1 (stereo not given) | -2% | -1% | 1% | -12% | 6% | 1% | 2% | 4%
CCCN1CCN(C(=O)Nc2ccc(OCC)cc2)CC1 | -2% | -4% | -1% | 9% | -9% | 2% | -9% | -4%
O=C(Nc1ccccc1N1CCN(c2ccccc2)CC1)C1CCCCC1 | -2% | i | 0% | -10% | -7% | -2% | 2% | x
O=C(c1cc(-c2ccco2)on1)N1CCCc2ccccc21 | -11% | 40µM* | -1% | 17% | u | 3% | -8% | 0%
Cc1ccc2oc(=O)n(CC(=O)c3ccc(F)cc3)c2c1 | 2% | i | -3% | -8% | -10% | 7% | -5% | 15%
COC(=O)c1cc(S(=O)(=O)N2CCC(C(N)=O)CC2)oc1C | -3% | -3% | -2% | 1% | -7% | 6% | 4% | 1%
CCOc1cc2[nH]c(=S)n(CCCCC(=O)NCc3ccco3)c(=O)c2cc1OCC | 4% | -10% | -8% | 6% | 16% | 6% | -6% | -2%
Cc1cccc(C(=O)N/N=C/c2ccc(OCC(=O)N3CCCCC3)cc2)c1 | 5% | i | 0% | -5% | u | -5% | -6% | -4%
CCCn1c(=O)c(C(=O)NCc2ccco2)c(O)c2ccccc21 | 4% | -2% | -3% | -8% | -3% | -4% | 6% | x
O=C(/C=C/c1cccs1)c1ccc(Br)cc1 | 0% | -13% | -5% | 12% | u | 0% | -4% | -1%
Cc1cccc(OCC(=O)Nc2ccc(-c3nc4ccccc4o3)cc2)c1C | 3% | x | 1% | x | u | -1% | x | x
COc1ccc(NS(=O)(=O)c2cc(NC(=O)c3ccco3)ccc2N2CCCCC2)cc1 | 5% | -17% | 0% | 8.9µM* | -3% | -9% | -10% | -18%
COc1ccc(CCNc2ncnc3c2oc2ccccc23)cc1OC | -3% | -4% | -1% | 10% | u | 5% | -6% | -5%
Cc1ccc(C)c(S(=O)(=O)N2CCCOC2CNC(=O)C(=O)NCCC2=CCCCC2)c1 (stereo not given) | -4% | i | -3% | 1% | -14% | 4% | 4% | -5%
Cc1nc2cccnc2n1C1CCN(C(=O)Nc2ccc(Cl)cc2)CC1 | 1% | x | -1% | x | 4% | -4% | x | x
Cc1cc(C)cc(NC(=O)c2nnn(Cc3cc(C)ccc3C)c2N)c1 | -13% | 1.8µM* | 2% | 16% | -4% | u | -7% | -4%
FC(F)(F)c1cccc(NC(=S)N2CCN(c3ccccn3)CC2)c1 | -8% | 24% | -1% | -4% | 0% | u | 2% | 11%
O=C1CC(c2ccccc2)CC(O)=C1C=NCCN1CCN(Cc2ccccc2)CC1 (stereo not given) | -5% | i | -5% | 9% | -6% | 4% | 2% | 12%
CC(C(c1cccs1)c1c(N)n(C)c(=O)n(C)c1=O)[N+](=O)[O-] (stereo not given) | -7% | -16% | -1% | 6% | x | 12% | 3% | x
CCOC(=O)c1cc(CC)sc1NC(=O)CC1Sc2ccc(C(F)(F)F)cc2NC1=O (stereo not given) | -4% | -1% | -2% | 1% | 1% | 14% | -5% | -11%

Assay outcomes: PubChem BioAssay, National Center for Advancing Translational Sciences (NCATS)

Some of the compounds tested. The share of hits here may be higher or lower than overall.
